WRN inhibitor = WRN helicase (human) inhibition; Q14191; WRN helicase unwinding, fluorescent forked duplex, kinetic; Potency, µM (highest dose often 114 µM), without a hit: top-dose activity change, negative = inhibition, most hits filed as inhibitors; 0.46% of 360,000 active; AID 651768; note: potency is the fitted concentration of half-maximal effect; % is set by controls: 0 for no effect and ±100 for the full control effect; nearly all actives have a fitted effect of over 55% in size
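Fluorescence dequenching readout, ex 525 nm/em 598 nm, kinetic mode: forked duplex DNA (100 nM final) with adjacent fluorophore and quencher unwound by WRN (20 nM final) with 2 mM ATP. Compound preincubation 15 min, room temperature.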
D3 ag = D3 dopamine receptor (human) agonism; P35462; D3R DiscoveRx beta-arrestin cells, luminescence, 90 min; max activation, %; 0.58% of 410,000 active; in the data active = max activation above about 30%; note: 0% is about no effect; mostly tested at two doses, the higher about 12 µM
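Cells at 1500/well, incubated overnight, then treated with pinned compounds (dopamine as control) for 90 min at 37 degrees C. DiscoveRx reagent added for 30 - 60 minutes at room temperature; luminescence read.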
GLP-1R inv ag = acts as inverse agonist at human GLP-1 receptor; P43220; HEK293 GLP-1R CRE-luciferase, luminescence, 24 h; GLP-1R form is constitutively active; Potency, µM (titrated, usually from 38.3 µM), for inactives: at the highest dose activity change, negative = inhibition, actives largely listed as inhibitors; 1.6% of 410,000 active; note: potency is the fitted concentration of half-maximal effect; % is set by controls: 0 for no effect and ±100 for the full control effect; nearly all actives have a fitted effect of over 55% in size
Target sequence (P43220 whole entry, looked up): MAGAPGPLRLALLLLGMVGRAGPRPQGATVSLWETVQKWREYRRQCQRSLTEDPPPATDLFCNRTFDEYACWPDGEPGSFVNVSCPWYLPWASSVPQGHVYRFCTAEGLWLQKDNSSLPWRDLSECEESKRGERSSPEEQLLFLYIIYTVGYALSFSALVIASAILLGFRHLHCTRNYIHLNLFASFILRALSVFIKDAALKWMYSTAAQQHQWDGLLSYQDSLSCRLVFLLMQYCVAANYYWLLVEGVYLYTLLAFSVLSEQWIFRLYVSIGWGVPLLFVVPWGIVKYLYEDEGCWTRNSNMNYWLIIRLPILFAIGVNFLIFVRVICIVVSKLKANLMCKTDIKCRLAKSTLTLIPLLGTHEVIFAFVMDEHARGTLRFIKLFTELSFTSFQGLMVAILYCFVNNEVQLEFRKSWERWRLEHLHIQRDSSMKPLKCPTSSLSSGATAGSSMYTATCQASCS
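qHTS in 1536-well format: reporter HEK293 cells expressing constitutive GLP-1R activity in DMEM + 10% Nu serum, 24 hr with compounds at 37 deg C, luminescence read after 12 min with detection reagent.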
D3 antag = antagonists of human D3 dopamine receptor. max response, negative = inhibition, %. D3R cells, DiscoveRx beta-arrestin luminescence, antagonist mode; stronger effect = lower value. 2.5% of 360,000 active; in the data active = max response below about -50%; inconclusive = no clear call, values can overlap the other calls; note: % is set by controls: 0 for no effect and ±100 for the full control effect; mostly tested at two doses, the higher about 12 µM
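Cells expressing the human receptor were seeded at 1500 cells/well, incubated overnight at 37 degrees C in 5% CO2, then exposed to library compounds with dopamine controls for 90 minutes at 37 degrees C before luminescent detection.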
GLP1R cytotox = cytotoxic in the GLP-1 receptor inverse agonist counter-screen. HEK293 cAMP-luciferase reporter cells, luminescence, 24 h. Potency, µM (series often up to 38.3 µM), inactives show at the top dose activity change, negative = inhibition, actives largely listed as inhibitors. 0.13% of 410,000 active;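 note: loss of luciferase light is scored as toxicity; potency is the fitted concentration of half-maximal effect; % is set by controls: 0 for no effect and ±100 for the full control effect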
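Luminescence readout: signal drop marks cytotoxicity. Plated cells grew 12 h at 37 °C, 5% CO2, received 23 nL compound for 24 h, then got luciferase reagent, read after 12 min at RT.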
GLP-1R agonist = agonists of human GLP-1 receptor; P43220; HEK293 GLP-1R CRE-luciferase, luminescence, 4-6 h; cells express a hypersensitive GLP-1R form; Potency, µM (highest dose often 45.6 µM), inactives show at the highest dose activation, most hits filed as activators; 0.007% of 380,000 active; note: potency is the fitted concentration of half-maximal effect; % of control where 0% means no effect
PI5P4K alpha inh = inhibitors of human PI5P4K alpha. P48426. PI5P4Kalpha enzyme, ADP-Glo luminescence, 60 min; stronger effect = lower value. max response, %. 1.2% of 330,000 active. AID 652105; active = max response of -50% or lower; inconclusive = between -30% and -50%; inactive = -30% or higher; note: value at the top dose of about 77 µM; % is set by controls: 0 for no effect and ±100 for the full control effect
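Compounds were pin-transferred onto PI5P4Kalpha and substrate in HEPES pH 7.4 buffer with EGTA, CHAPS and 5% DMSO. ATP (5 microM final) started the reaction, which ran 60 minutes at room temperature before ADP-Glo detection.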
IL2 activator = activates IL-2 in a cell-based reporter assay. IL-2 activation reporter assay, cell-based qHTS; stimulated with anti-CD3/CD4/CD28 beads; in transgenic mouse T cells. activation, % (series mostly up to about 46 µM). 0.065% of 360,000 active. AID 652025; in the data active = activation above about 50%; inconclusive = mostly about 30% to 49%; note: 0% is about no effect
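Screening format: compound pinned onto unstimulated transgenic mouse T cells, 60 min incubation, then anti-CD3/anti-CD4/anti-CD28 bead stimulation for 18 hours at 37 degrees C, followed by EGFP and DsRed detection.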
PLK1 PBD block = PLK1 (human) polo-box domain binding inhibition | Plk1 PBD binding of FITC phosphopeptide, fluorescence polarization | Potency, µM, for the others: max response, negative = inhibition, most hits filed as inhibitors | 2.8% of 360,000 active | AID 720504; note: potency is the fitted concentration of half-maximal effect; series mostly up to about 57 µM; % is set by controls: 0 for no effect and ±100 for the full control effect; nearly all actives have a fitted effect of over 65% in size
Target sequence (P53350 whole entry, looked up, the tested form may be a part): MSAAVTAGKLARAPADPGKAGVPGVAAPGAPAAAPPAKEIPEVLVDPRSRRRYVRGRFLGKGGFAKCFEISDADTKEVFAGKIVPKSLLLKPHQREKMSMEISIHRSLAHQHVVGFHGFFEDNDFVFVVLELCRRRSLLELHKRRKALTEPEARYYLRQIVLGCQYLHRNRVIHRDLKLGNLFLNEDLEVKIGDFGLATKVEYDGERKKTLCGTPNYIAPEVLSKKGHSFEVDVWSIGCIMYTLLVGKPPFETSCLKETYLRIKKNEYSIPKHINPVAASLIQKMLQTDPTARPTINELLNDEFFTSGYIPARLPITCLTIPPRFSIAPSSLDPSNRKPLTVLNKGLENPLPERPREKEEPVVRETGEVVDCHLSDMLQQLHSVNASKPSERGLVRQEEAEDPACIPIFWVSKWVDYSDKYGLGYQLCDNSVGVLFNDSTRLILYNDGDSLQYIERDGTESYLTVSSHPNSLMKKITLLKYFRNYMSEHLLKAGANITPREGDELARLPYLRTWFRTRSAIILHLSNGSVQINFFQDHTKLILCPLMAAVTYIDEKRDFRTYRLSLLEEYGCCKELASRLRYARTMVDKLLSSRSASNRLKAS
Active calls of the source: *; ? = inconclusive; / = no result given; & = joins results of further samples; [ ] = another dose, or the depositor's remark. Unless noted, calls come from the whole dose curve; as a rule, active = well fitted curve in the direction sought with a large enough effect; inconclusive = small, poorly fitted or top-dose-only effect, or another doubt; inactive = no such curve, though single readings can be large; an effect the other way counts as inactive or inconclusive.

SMILES	WRN inhibitor	D3 ag	GLP-1R inv ag	D3 antag	GLP1R cytotox	GLP-1R agonist	PI5P4K alpha inh	IL2 activator	PLK1 PBD block
O=C(CN1C(=O)COc2ccccc21)N(Cc1cccnc1)Cc1cccc(F)c1	15%	-17	0%	-23	-2%	6%	/	-2.4	-8%
O=C(NCC1CCCO1)c1cccc(N2CCCC2=O)c1 (configuration not stated)	5%	-3	4%	-29	-12%	-7%	-2	2.1	-6%
C=CCN(c1ccc(Cl)cc1)S(=O)(=O)c1cccc(C(=O)O)c1	-7%	-3	-6%	6	-1%	3%	-2	-1.7	-8%
CC1(C)NC(=O)N(CC(=O)OCC(=O)Nc2sccc2C#N)C1=O	-8%	1	7%	7	-6%	1%	?	0.7	-10%
COc1ccc(N2C(=O)CS(=O)(=O)C23C(=O)N(Cc2ccccc2)c2ccccc23)cc1 (configuration not stated)	/	7	11%	/	2%	10%	/	/	/
COc1ccc(-c2cc(=O)oc3c(C)c(OCC(=O)N(C)C)ccc23)cc1	4%	6	12%	-8	2%	12%	0	-0.4	-9%
O=S(=O)(c1cccc2ccccc12)N1CCN(c2ccc(Cl)c(Cl)c2)CC1	/	71*	7%	/	4%	-6%	/	/	/
COc1ccc(N2CCN(C(=O)c3cn(C)c(=O)c4c3c3ccccc3n4C)CC2)cc1	-10%	0	0%	-8	-3%	1%	/	-0.4	-7%
Cc1ccc(S(=O)(=O)N2[C@H](CC(=O)c3cccs3)OC[C@@H]2C(C)C)cc1	-6%	-5	?	1	-16%	/	3	-0.8	-16%
O=C(Cc1cccc2ccccc12)N/N=C/c1ccc(F)cc1	-4%	3	?	9	3%	-1%	/	-0.4	0%
N#CC1=C(S)N(c2ccccc2)C(c2ccc(-c3cc(Cl)ccc3Cl)o2)NC1=O (configuration not stated)	-18%	-2	14%	-7	-2%	-1%	-2	-0.6	?
Cc1cc2nc(CSc3ccc(Cl)cc3)cc(=O)n2[nH]1	-1%	4	-19%	19	-10%	-4%	-6	0.0	-21%
CCOc1ccc(C(=O)CCC(=O)Nc2ccccc2C)cc1	7%	-6	-5%	10	-3%	-5%	-2	1.8	5%
CC[N+]1(CC(O)COC2CC(C)CC(C)(C)C2)CCOCC1 (configuration not stated)	-6%	-6	-12%	3	1%	-4%	1	0.1	-14%
CSc1ccc(CN(C)C(=O)C(c2ccccc2)c2ccccc2)cc1	-3%	0	10µM*	2	-28%	21%	-2	-4.2	-5%
CNS(=O)(=O)c1ccc(NC(=O)c2ccoc2C)cc1	1%[57.1 µM]	6	0%	-6	-5%	6%	-4	0.3	-2%
CN1CCc2c(sc3nc(SCC(N)=O)n(-c4ccccc4)c(=O)c23)C1	-13%	3	9%	-14	13%	6%	3	0.3	5%
N#Cc1c(-c2ccccc2)nc2n(-c3ccccc3)nc(C(=O)Nc3ccccc3)n2c1=O	6%	-7	?	-7	-12%	-37%[inhibitor]	1	-0.2	0%
Cc1ccc(N2C(=O)CC(c3c[nH]c4ccccc34)C2=O)cc1 (configuration not stated)	-7%	0	-15%	-5	2%	9%	-1	-0.1	-19%
CC[C@H](C)[C@H]1CNC(=S)N1CC1CCN(CCCC2CCCC2)CC1	1%	-43	-31%	-78*	2%	-3%	0	-0.7	-8%
Cc1c(NS(=O)(=O)c2ccccc2)cc(Cl)c(O)c1C	3%	4	-9%	8	-3%	0%	-16	-0.2	4%
CCN1CCN(c2cc(SC(C)C)nc(-c3ccc(OC)cc3)n2)CC1	-6%	-23	0%	-65*	?	4%	-3	-4.4	1%
COc1cc2c(cc1OC)CN(CC(=O)Nc1ccc(S(=O)(=O)N(C)C)cc1)CC2	-3%	-25	-6%	-6	5%	6%	5	-2.3	-6%
CC(C)c1nc(SCC(=O)Nc2cccc(S(N)(=O)=O)c2)n[nH]1	12%	5	19%	-8	-11%	-7%	-4	0.4	-1%
O=C(NCc1cccs1)c1cccc2c(-c3ccc(F)c(F)c3)coc12	-8%	-10	?	0	2%	23%	-2	-0.6	-12%

(continued)
SMILES	WRN inhibitor	D3 ag	GLP-1R inv ag	D3 antag	GLP1R cytotox	GLP-1R agonist	PI5P4K alpha inh	IL2 activator	PLK1 PBD block
O=S(=O)(NCc1ccccc1)NCc1ccccc1	-5%	3	10%	19	5%	6%	0	-1.0	3%
COc1cc(/C=C2\SC(c3ccc(C)cc3)=NC2=O)cc(OC)c1OC	-21%	-8	8%	12	16%	1%	/	5.6	20%
CCOC(=O)c1cnc2sc3c(n2c1=O)CCCC3	-12%	10	8%	-14	15%	14%	-22	-0.2	-14%
Cc1ccc(S(=O)(=O)NC(=O)COc2ccccc2C)cc1	-28%	-4	-16%	15	13%	3%	-1	-4.3	-5%
COc1cccc(Nc2nc3ccccc3c(=O)[nH]2)c1	-4%	7	0%	3	18%	8%	3	2.3	-8%
CCc1nc2ccc(C(=O)Nc3cccc(OCC(=O)N(C)C)c3)cn2c1N(C)C(=O)c1cccc(OC)c1	2%	-9	22%	0	-5%	-1%	1	0.5	-3%
COc1ccc(S(=O)(=O)Nc2ccc3c(c2)OCO3)cc1C	-3%[57.1 µM]	5	11%	10	-3%	9%	/	0.1	1%
CN(C)c1ncc(S(=O)(=O)c2ccc(Cl)cc2)c(-c2ccc(Cl)cc2Cl)n1	-4%	4	?	-7	5%	-2%	13	0.0	-1%
O=C(COC(=O)c1ccc(NS(=O)(=O)c2ccc(F)c(F)c2)cc1)NCC1CCCO1 (configuration not stated)	-1%	-2	14%	4	15%	-1%	-10	-1.1	1%
Cc1cccc(OCC(=O)Nc2ccc(NC(=O)c3ccco3)c(C)c2)c1	-27%	-3	1%	-7	7%	7%	-2	2.0	-8%
Cc1cc(C)c(NC(=S)N(Cc2cccnc2)Cc2ccco2)c(C)c1	2%	-18	-24%	10	5%	1%	-9	-5.3	-11%
COC(=O)c1cccc(Nc2ncnc3ccc(C)cc23)c1	-6%	-3	68%[activator]	12	-6%	4%	/	-1.4	?
NC(=O)NCC(=O)N1CCC(C(O)(c2ccccc2)c2ccccc2)CC1	-9%	-2	18%	3	-8%	3%	8	-1.7	2%
C[C@@H]1CN([C@@H](C)CO)C(=O)CCCn2nncc2CO[C@@H]1CN(C)C(=O)Nc1ccccc1	9%	-3	12%	-11	7%	1%	0	-1.2	0%
CC1=C(C(=O)c2ccccc2)C(c2ccc(N3CCOCC3)cc2)NC(=O)N1 (configuration not stated)	-4%	-3	6%	-27	17%	7%	1	-0.2	3%
COc1cc(OC)cc(C(=O)Nc2nc(CC(=O)NC(C)c3ccccc3)cs2)c1 (configuration not stated)	2%	0	?	0	-1%	-1%	-1	-3.5	-5%
CCOC(=O)c1ccc(N2CCOCC2)c(NC(=O)c2c(-c3ccccc3)noc2C)c1	-2%	1	?	3	-17%	?	5	-3.5	7%
CNC(=O)C1CCN(S(=O)(=O)c2c(C)noc2/C=C/c2ccc(C)cc2)CC1	3%	3	1%	0	-12%	-3%	4	-1.4	3%
CC(C)c1ccc(NC2CCCN(C(=O)CN3CCCC3=O)C2)cc1 (configuration not stated)	-5%	1	-17%	18	-5%	-4%	1	1.6	-4%
Cn1cnnc1Sc1cc(N2CCN(S(=O)(=O)c3ccc(Cl)c(Cl)c3)CC2)ccc1[N+](=O)[O-]	5%	1	?	?	?	-13%	-6	2.5	4%&-6%
CC(C)CN(C(=O)COC(=O)c1c(Cl)ccc(Cl)c1Cl)C1CCS(=O)(=O)C1 (configuration not stated)	-35%	1	3%	2	20%	13%	0	-1.3	-13%
Cc1ccc(C)c(N2CN(CCC3=CCCCC3)CNC2=S)c1	-27%	0	?	-12	?	9%	0	-1.1	-12%
CCc1nc(SCC(=O)Nc2ccc(N(CC)CC)cc2)n[nH]1	-6%	3	-1%	12	-5%	7%	-7	-0.7	30µM*
CCN(C(=O)COC(=O)CCc1c[nH]c2ccccc12)c1c(N)n(Cc2ccccc2)c(=O)[nH]c1=O	-2%	6	12%	-2	4%	-7%	3	0.8	1%
CCOc1ccc(NS(=O)(=O)c2ccc3nc(-c4ccccc4)[nH]c3c2)cc1	/	18	-11%	/	-2%	-2%	/	/	/

Additional entries.
SMILES	WRN inhibitor	D3 ag	GLP-1R inv ag	D3 antag	GLP1R cytotox	GLP-1R agonist	PI5P4K alpha inh	IL2 activator	PLK1 PBD block
Cc1cccc(Nc2nnc(SCC3CCCCO3)s2)c1 (configuration not stated)	?	-4	?	-20	-29%	13%	-3	-0.7	-5%
CCC(=O)N1CCN(C(=O)c2ccccc2)CC1	3%	0	11%	11	6%	-2%	1	-0.7	4%
Cc1ccc(Cn2c(=O)c3c(nc4n3CCCN4Cc3ccccc3)n(C)c2=O)cc1	-13%	6	-24%	0	-2%	-5%	-9	-3.0	-1%
CCC(C)N(C(=O)COC(=O)CNC(=O)c1ccccc1F)C1CCS(=O)(=O)C1 (configuration not stated)	0%	0	8%	23	4%	-1%	-2	-0.7	2%
O=C(NCCCN1CCOCC1)c1nn(-c2ccccc2)c(=O)c2ccccc12	-23%	-7	14%	16	0%	2%	2	0.5	-2%
CCN(c1ccccc1)S(=O)(=O)c1ccc(OC)c(NC(=O)CN(C)C)c1	4%	-5	?	-13	3%	-7%	1	0.1	-19%
Cc1ccc(CNc2nc3ccccc3n3nnnc23)cc1	-3%	4	6%	8	24%	19%	1	-1.0	-21%
Cc1csc(SCC(=O)Nc2ccccc2[N+](=O)[O-])n1	10%	1	-13%[7.66 µM]	-9	4%[7.66 µM]	11%	0	1.5	-9%

Whole records, looked up by structure.
Cc1cccc(Nc2nnc(SCC3CCCCO3)s2)c1 (configuration not stated) as listed: WRN inhibitor = ?; D3 ag = -4; GLP-1R inv ag = ?; D3 antag = -20; GLP1R cytotox = -29%; GLP-1R agonist = 13%; PI5P4K alpha inh = -3; IL2 activator = -0.7; PLK1 PBD block = -5%
Cc1ccc(Cn2c(=O)c3c(nc4n3CCCN4Cc3ccccc3)n(C)c2=O)cc1 as listed: WRN inhibitor = -13%; D3 ag = 6; GLP-1R inv ag = -24%; D3 antag = 0; GLP1R cytotox = -2%; GLP-1R agonist = -5%; PI5P4K alpha inh = -9; IL2 activator = -3.0; PLK1 PBD block = -1%
